hcDAF12 agonist: activators of H. contortus DAF-12 nuclear receptor. HEK293 hcDAF-12 lit1-tk-luc reporter, luminescence; 0% DMSO, 100% Δ7-dafachronic acid. activation, % at 6.8 µM. 1.4% of 370,000 active;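 active = activation above the mean of all tested compounds plus 3 SD, cut at about 5.5% in these data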;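 also: 100% = response to 3 µM Δ7-dafachronic acid high control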
PLCg1 inh: inhibitors of human phospholipase C gamma1. purified PLC-gamma1, fluorogenic substrate, fluorescence. inhibition, % at 12.2 µM. AID 720700. 0.84% of 370,000 active. P19174; in the data active = inhibition above about 9.5%
ssDAF-12 act: S. stercoralis DAF-12 activation, primary screen; HEK293 ssDAF-12/GRIP1 lit1-tk-luc reporter, luminescence; % of 3 µM dafachronic acid response; activation, % at 6.8 µM; 1% of 370,000 active; AID 652126;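 active = activation above the mean over all tested compounds plus 3 SD, cut at about 0.9% in these data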;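 also: 0% = DMSO-only wells and 100% = 3 µM delta7-dafachronic acid wells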
SMARCA2 activ: SMARCA2 function activation, primary screen | MG213 cells, MMTV-luciferase reporter, dexamethasone, overnight | activation, % at 9.1 µM | 1% of 370,000 active | AID 652017; in the data active = activation above about 7.8%;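 also: 0% = vehicle wells and 100% = reference activator wells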
ADAM17 inh: ADAM17 inhibition, QFRET primary screen; recombinant ADAM17, EDANS/DABCYL FRET peptide cleavage; inhibition, % at 6.95 µM; 0.83% of 370,000 active; AID 720648;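 active = inhibition above the mean of compounds lying between control limits plus 3 SD, set per campaign, cut at about 8.5% in these data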;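 also: 0% = DMSO-only wells as the low control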
Target sequence (P78536 215-824 limits assumed): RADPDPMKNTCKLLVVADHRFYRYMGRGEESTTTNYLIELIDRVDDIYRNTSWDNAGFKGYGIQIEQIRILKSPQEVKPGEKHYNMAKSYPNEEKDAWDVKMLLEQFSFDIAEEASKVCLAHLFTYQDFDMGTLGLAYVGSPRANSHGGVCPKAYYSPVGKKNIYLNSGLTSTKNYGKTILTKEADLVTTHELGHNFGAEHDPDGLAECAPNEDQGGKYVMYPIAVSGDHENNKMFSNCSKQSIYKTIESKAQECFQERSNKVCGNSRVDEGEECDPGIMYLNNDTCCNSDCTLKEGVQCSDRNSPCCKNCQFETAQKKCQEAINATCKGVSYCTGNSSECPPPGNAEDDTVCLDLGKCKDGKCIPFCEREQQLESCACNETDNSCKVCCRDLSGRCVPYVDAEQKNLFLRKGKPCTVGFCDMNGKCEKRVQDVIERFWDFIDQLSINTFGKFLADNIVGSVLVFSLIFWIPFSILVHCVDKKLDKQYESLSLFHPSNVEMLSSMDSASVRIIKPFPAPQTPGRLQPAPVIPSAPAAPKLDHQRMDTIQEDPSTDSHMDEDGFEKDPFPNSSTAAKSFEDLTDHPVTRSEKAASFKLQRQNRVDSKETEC
DAX1 inh-1: DAX1 (NR0B1) inhibition, primary screen. AID 652010. HEK293T StAR-luciferase reporter, SF-1/DAX-1 repression relief. 1.1% of 370,000 active. inhibition, % at 6.8 µM;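 active = inhibition above the mean over all tested compounds plus 3 SD, cut at about 3.6% in these data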;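 also: 0% = DAX-1 cells with DMSO and 100% = cells lacking DAX-1 with DMSO; higher inhibition means more luminescence from relief of DAX-1 repression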
DAX1 inh-2: inhibits human nuclear receptor DAX1. HEK293 Gal4-DAX1 luciferase reporter, luminescence. 0.99% of 340,000 active. P51843. AID 504766. inhibition, % at 6.75 µM;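 active = inhibition above the mean over all tested compounds plus 3 SD, cut at about 4.2% in these data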;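 also: 0% = DAX1-transfected cells with DMSO and 100% = empty-vector control cells with DMSO; inhibition shows as a rise in luminescence from relieved DAX1 repression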
Rev-erbA mod: modulators of human Rev-erb alpha DNA binding; activity, % at 10 µM; 0.79% of 370,000 active; Rev-erbα–FITC-DNA binding, fluorescence polarization, 90 min;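 active = activity above about 14%, limit read from the data; passing the limit was not always enough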;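 also: 0% = DMSO wells with 35 nM protein and 100% = DMSO wells with 750 nM protein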
PLCb3 inh: PLC-beta3 (human) inhibition, primary screen. Q01970. Purified PLC-beta3, fluorogenic substrate, fluorescence. inhibition, % at 12.2 µM. 0.18% of 370,000 active. AID 720704; in the data active = inhibition above about 11%;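 also: 0% = median of compound wells on plate and 100% = full blocker control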
MBD2 DNA inh: blocks human MBD2 binding to methylated DNA | Q9UBB5 | TR-FRET, MBD2 binding to methylated oligonucleotide | inhibition, % at 4.4 µM | 0.31% of 370,000 active | AID 686964; in the data active = inhibition above about 13%
Target sequence (Q9UBB5 whole entry, looked up): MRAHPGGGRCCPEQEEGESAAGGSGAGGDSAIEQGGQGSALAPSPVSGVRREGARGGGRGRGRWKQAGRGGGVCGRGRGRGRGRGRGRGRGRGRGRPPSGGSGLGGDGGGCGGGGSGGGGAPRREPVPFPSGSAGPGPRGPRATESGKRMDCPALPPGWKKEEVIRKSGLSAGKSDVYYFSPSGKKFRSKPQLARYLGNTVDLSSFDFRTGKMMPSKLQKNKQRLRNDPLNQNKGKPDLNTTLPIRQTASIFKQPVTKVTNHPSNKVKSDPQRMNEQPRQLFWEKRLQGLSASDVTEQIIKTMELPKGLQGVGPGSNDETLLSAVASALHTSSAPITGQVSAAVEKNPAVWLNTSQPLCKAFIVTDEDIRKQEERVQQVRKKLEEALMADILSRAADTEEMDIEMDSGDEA
hgDAF-12 ag: hgDAF-12 agonism, primary luciferase screen; 1.8% of 370,000 active; activation, % at 6.8 µM; AID 687014; HEK293 GAL4-hgDAF12 UAS-luciferase reporter, agonist luminescence; normalized to butyrate control;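 active = activation above a cutoff set at the mean of all screened compounds plus 3 SD, cut at about 10% in these data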;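 also: 0% = DMSO wells and 100% = sodium butyrate wells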
* marks the source's active call; other numbers are inactive results; . = not tested or not shown. Outcome played no part in choosing rows; overall some 7.4% were active at least once.

Results follow in this order: DAX1 inh-2, ssDAF-12 act, PLCg1 inh, Rev-erbA mod, MBD2 DNA inh, SMARCA2 activ, hcDAF12 agonist, DAX1 inh-1, hgDAF-12 ag, ADAM17 inh, PLCb3 inh
CCCC1CC(CSc2ncn[nH]2)OC1=O (stereo not drawn)
  0.5, -0.4, 3.5, -7.9, -0.5, -1.0, 2.8, -0.2, -0.8, 1.9, 7.8
COCCNC(=O)c1cc(Br)ccc1Cl
  1.1, -1.2, -1.0, -0.1, 2.2, -4.7, -0.2, -0.2, 1.5, 0.0, -7.8
CCc1cc2c(=O)n(Cc3ccco3)c(SCc3c(C)noc3C)nc2s1
  -3.0, -1.8, -0.1, -2.7, 7.5, -3.4, -1.7, -2.3, -5.9, -2.1, -6.3
CC(C)OC(=O)c1cccc(C(=O)Oc2ccccc2)n1
  -0.1, -1.9, 1.3, -6.2, -4.6, 1.5, -2.2, 0.2, -0.2, -1.6, 3.3
NC(=O)C1(N2CCCCC2)CCN(CC(=O)Nc2ccccc2-c2ccccc2)CC1
  1.4, -0.6, 0.1, -5.6, 1.4, -3.9, -1.2, -0.1, -0.9, -2.1, 0.9
COc1ccc(CCNC(=O)c2c(N)[nH]c(C(=O)c3ccccc3)c2-c2ccc(N(C)C)cc2)cc1
  ., -2.1, -19.8, -2.0, 0.3, ., -3.2, ., -0.2, 2.1, -31.4
NC(=O)C1CCN(C2=C(NS(=O)(=O)c3ccccc3)C(=O)c3ccccc3C2=O)CC1
  -2.4, -1.4, 0.0, -1.5, -15.7, -2.8, -0.2, -0.4, -3.2, -2.7, -5.9
COc1ccc(Br)cc1CN1CCSCC1
  0.4, -0.7, 0.0, 6.5, 0.0, -3.5, -1.5, -0.7, -1.2, -2.5, -5.0
CC(C(=O)N(C)CC(=O)Nc1ccccc1C(F)(F)F)N1C(=O)c2ccccc2C1=O (stereo not drawn)
  1.7, -0.7, -0.2, 4.9, 1.6, -2.2, -1.5, -1.6, -2.4, -5.9, 0.4
COc1ccc(CC(=O)N/N=C/c2cccs2)cc1OC
  -1.1, -1.2, 6.3, 4.0, -1.8, -2.3, -3.1, 0.3, -0.9, 1.8, 0.7
CSCCC(NC(=O)COc1ccccc1)C(=O)OCc1ccc([N+](=O)[O-])cc1 (stereo not drawn)
  -0.8, -0.7, 2.3, -2.8, -5.8, -1.3, 0.0, 0.5, -1.0, 3.3, -3.3
COC(=O)C1=C(C)N=C2SC(C#N)=C(N)N2C1c1ccc(OC)cc1 (stereo not drawn)
  -0.3, -1.0, -64.8, -2.1, -0.4, -4.0, -0.2, -0.1, 0.5, -1.8, -76.1
Cc1ccc([C@H]2C(C(=O)O)=C[C@@H](C(C)(C)C)N2S(=O)(=O)c2ccc(C)cc2)cc1
  0.7, -0.1, -3.0, -1.1, 3.8, -2.9, -0.5, 0.4, -2.7, -5.3, -3.9
CN(C)S(=O)(=O)c1cccc(NC(=S)N(CCC#N)Cc2cccnc2)c1
  0.8, -1.2, -0.1, -2.0, 1.6, -0.9, -0.5, 0.2, -1.5, -4.9, -5.2
O=C(OCc1ccccc1)C1=NNC2C(=O)N(c3ccc(Br)cc3)C(=O)C12 (stereo not drawn)
  ., -1.5, -0.3, -8.1, 2.7, -1.5, -0.3, 0.4, 0.4, -5.0, -10.2
Cc1nc(NCc2cccnc2)c2c3c(sc2n1)CC(C)CC3 (stereo not drawn)
  1.1, -1.1, 0.0, 6.1, 1.0, 7.4, -0.7, -0.4, 2.8, -3.8, -3.0
CSc1nc(C)cc(SC(C(C)=O)C(=O)Nc2ccccc2)n1 (stereo not drawn)
  0.4, -0.5, -2.6, -5.1, 3.3, -2.6, 1.6, -0.4, -0.1, -0.7, 1.1
CCC1(c2ccccc2)NC(=S)N(c2ccc(C)cc2)N1 (stereo not drawn)
  3.3, -0.5, -1.8, -1.5, 0.4, 6.1, 1.9, 0.5, 6.3, 2.6, -1.6
COc1ccc(OCC(=O)Nc2cccc(OC)c2)cc1
  0.7, -1.4, 1.7, -1.0, 0.6, 4.0, -1.1, -0.2, 1.8, -0.8, 2.4
CC(C)CC(=O)Nc1ccc(-c2nnn(CC(=O)NCc3ccco3)n2)cc1
  2.8, -1.2, 0.2, -2.5, 2.8, 2.5, 0.9, -0.1, 7.8, -0.6, -1.0
CCN(CC)CCCSc1nc2ccccc2s1
  0.7, 0.0, 0.0, -4.5, -2.5, 0.6, -0.4, 0.7, 3.1, -1.6, 4.0
Cc1cc(NCCCOC(C)C)n2c(nc3ccccc32)c1C#N
  -0.3, -0.6, -162.4, 44.3*, -0.8, -2.2, -0.7, -0.7, -0.6, -116.3, -203.2
Cc1cc(C)n2nc(C(=O)Nc3ccc4c(c3)CCC4)nc2n1
  0.0, 0.3, 0.7, -5.3, 5.3, 0.1, 0.0, 0.8, 7.2, -0.5, -12.0
CC(NC(=O)Oc1cccc2ccccc12)c1ccccc1 (stereo not drawn)
  1.5, -0.2, -11.4, -3.5, 1.3, 7.5, 1.8, 0.4, 1.8, -5.8, -10.5
COc1cc(C2NC(=O)NC(C)=C2C(=O)OC2CCCC(C)C2)ccc1O (stereo not drawn)
  -0.8, -0.6, -0.2, -0.4, 3.4, -1.1, -2.3, 0.0, -2.3, 2.9, -1.5
N/C(CS(=O)(=O)c1ccccn1)=N\OC(=O)c1ccccc1Cl
  ., -0.4, 0.4, -0.9, -1.2, 10.9*, 7.3*, 1.1, 8.2, -1.7, -4.8
COc1cccc(N2CCN(C(=O)c3ccc(Cl)c(S(=O)(=O)N4CCCCCC4)c3)CC2)c1
  2.9, -1.7, 1.1, -8.9, 3.7, -1.1, -0.2, -0.3, 0.2, -2.7, 1.5
CSc1nnc(CNS(=O)(=O)c2ccc(F)cc2)n1C
  1.9, -0.5, -2.5, -3.5, -1.9, -0.8, -1.5, -0.2, 2.9, -6.2, -5.7
CCOc1ccc(NCC(=O)N/N=C/C=C/c2ccccc2)cc1
  -0.5, -1.3, -3.5, -7.7, 2.2, -3.6, 0.9, -0.9, 3.9, -4.0, -6.3
O=c1ccc(-c2nc3cc(Cl)ccc3n2Cc2ccccc2)c[nH]1
  -0.3, -1.0, -1.6, -2.5, -0.8, -3.4, -0.1, -0.3, -2.3, -0.9, 3.7
O=c1[nH]c(Nc2ccccc2)cc2cc(Br)ccc12
  0.4, -1.4, -16.1, -17.5, 1.5, 0.3, 0.1, -0.5, 1.0, -11.7, -45.9
Cc1cccc(OCC(=O)N2CCC(N3CCCCCC3)CC2)c1
  0.5, -1.2, 1.7, 2.7, 1.7, -2.4, -1.2, -0.3, 0.2, 0.2, 2.0
COC(=O)CNC(=O)C1Nc2ccc(OC(F)(F)F)cc2C2C=CCC12 (stereo not drawn)
  -0.5, -1.3, -21.6, -2.6, -0.3, 0.2, 0.5, -0.2, -0.6, 0.5, -33.2
CC(C)c1cccc(-c2csc(C(C)(O)c3cccc(F)c3)n2)c1 (stereo not drawn)
  ., -1.8, -5.8, -7.3, 1.2, -3.7, -0.9, -1.4, -0.3, 5.7, -8.2
CC(=O)N(C)c1ccc(NC(=O)C(c2ccccc2)c2ccccc2)cc1
  0.2, -1.0, -0.8, -2.3, -1.7, -1.9, 1.1, -0.8, 0.1, -0.5, -6.6
Cc1ccc(S(=O)(=O)N2CCN(c3ccccc3)CC2)cc1
  0.3, -1.3, 0.3, 1.0, 0.7, -0.4, -0.2, -0.1, 0.9, 0.1, -4.9
CCOC(=O)c1c(NCc2ccccc2)n[nH]c1C
  -0.5, -0.8, 5.2, 7.6, 5.1, -0.3, -2.6, 0.3, -0.7, -2.4, -1.0
Cn1cc(/C(Cc2ccccc2)=N\O)c2ccccc21
  2.1, -1.2, -1.4, 5.9, 5.2, -1.8, -1.6, -0.9, 0.4, -0.4, -0.2
Cc1ccc(NC(=O)c2nc3nccc(C)n3n2)c(C)c1
  1.6, -0.6, 0.9, -0.8, 3.5, 2.5, 2.4, 2.1, 1.3, -1.8, -6.1
CN(CCCNC(=O)C1CCCN(S(=O)(=O)c2cnc[nH]2)C1)c1ccccc1 (stereo not drawn)
  1.7, -0.8, -0.4, -4.7, -1.2, -1.0, -1.8, 2.1, -2.2, -4.0, 3.0
CCOC(=O)c1[nH]c(C)c(C(=O)c2ccc(C)cc2)c1C
  -0.1, -1.7, -1.9, -3.5, 0.0, 4.1, 0.9, -0.3, 2.1, 0.3, -4.1
Cc1nc(CCNC(=O)Cc2ccc(F)cc2)cs1
  2.3, -1.7, 0.9, 2.2, -2.0, 0.4, -0.8, 1.8, 0.6, 0.1, 1.4
COc1ccc(Cl)cc1NC(=O)CN(C)C(=O)c1ccc(N2CCCCC2)c([N+](=O)[O-])c1
  -0.8, -1.0, 7.2, -3.2, -7.5, -3.4, -1.6, -2.5, -2.8, -1.1, -3.8
O=C(Cc1ccc(F)cc1)NCc1cccnc1
  3.5, -1.2, -3.7, 2.4, 1.7, -3.2, 0.0, -0.6, -2.2, -5.0, 2.6
O=C(C[n+]1ccccc1)Nc1ccccc1C(F)(F)F
  0.1, -1.0, 1.7, -6.7, 3.5, -1.5, 0.1, 0.1, 1.6, -0.5, -3.9

A stretch from further up, as a working copy:
Results follow in this order: DAX1 inh-2, ssDAF-12 act, PLCg1 inh, Rev-erbA mod, MBD2 DNA inh, SMARCA2 activ, hcDAF12 agonist, DAX1 inh-1, hgDAF-12 ag, ADAM17 inh, PLCb3 inh
Cc1nc(CCNC(=O)Cc2ccc(F)cc2)cs1
  2.3, -1.7, 0.9, 2.2, -2.0, 0.4, -0.8, 1.8, 0.6, 0.1, 1.4
COc1ccc(Cl)cc1NC(=O)CN(C)C(=O)c1ccc(N2CCCCC2)c([N+](=O)[O-])c1
  -0.8, -1.0, 7.2, -3.2, -7.5, -3.4, -1.6, -2.5, -2.8, -1.1, -3.8
O=C(Cc1ccc(F)cc1)NCc1cccnc1
  3.5, -1.2, -3.7, 2.4, 1.7, -3.2, 0.0, -0.6, -2.2, -5.0, 2.6
O=C(C[n+]1ccccc1)Nc1ccccc1C(F)(F)F
  0.1, -1.0, 1.7, -6.7, 3.5, -1.5, 0.1, 0.1, 1.6, -0.5, -3.9
